Bioassay records deposited in PubChem BioAssay by National Center for Advancing Translational Sciences (NCATS).
D2 agonist = D2 dopamine receptor (human) agonism | 340,000 tested, 0.53% active | AID 485358 | HEK293 T-REx D2 cells, calcium flux agonist mode | P14416 | activation, % at 2 µM;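 active = activation over 3 SD above normal in the single-dose calcium agonist read, cut at about 30% in these data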; also: 0% is about no effect
Target sequence (P14416 whole entry, looked up): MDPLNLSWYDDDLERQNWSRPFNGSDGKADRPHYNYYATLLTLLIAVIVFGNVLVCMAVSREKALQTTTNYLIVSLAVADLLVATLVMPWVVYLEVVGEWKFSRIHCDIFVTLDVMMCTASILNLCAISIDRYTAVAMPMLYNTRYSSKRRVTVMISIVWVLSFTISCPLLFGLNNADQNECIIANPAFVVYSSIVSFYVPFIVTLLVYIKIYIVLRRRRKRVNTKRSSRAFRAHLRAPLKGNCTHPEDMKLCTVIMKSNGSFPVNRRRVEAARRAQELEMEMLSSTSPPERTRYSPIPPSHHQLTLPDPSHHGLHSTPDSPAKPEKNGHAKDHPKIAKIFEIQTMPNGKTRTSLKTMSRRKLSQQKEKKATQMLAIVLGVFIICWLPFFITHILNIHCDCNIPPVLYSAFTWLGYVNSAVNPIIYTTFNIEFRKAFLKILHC
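HEK293 Trex D2 cells, tetracycline-induced, o/n 30 C 5% CO2; no-wash Ca dye, RT 30–90 min; 10-cycle baseline, 23 nl cpd added, kinetic Ca read 180 s; agonist hits = positive Ca response.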
RXFP1 ag = agonists of human relaxin receptor RXFP1. Q9HBX9. HEK293T-RXFP1 cAMP TR-FRET, 30 min; response scale: percent of porcine relaxin response, buffer zero. Potency, µM (top dose mostly 57.5 µM), inactives show at the highest dose activation, usual class: activators. 370,000 tested, 0.3% active. AID 2676; active = well fitted activation curve with a large enough effect; inconclusive = small, poorly fitted or top-dose-only effect; also: potency is read from the fitted curve at half-maximal effect; % is scaled to controls: 0 for no effect and ±100 for the full control effect; nearly all actives have a fitted effect of over 60% in size; many of its hits are not listed in these tables
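HEK293 cells stably expressing RXFP1, treated 30 min at 37C with compounds plus PDE4 inhibitor Ro 20174; cAMP measured by HTRF TR-FRET. Normalized to buffer and 29 nM porcine relaxin; EC50 by Hill fit.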
D1 PAM = enhances dopamine response at the human D1 receptor. P21728. HEK293 TREx D1 cells, calcium flux, dopamine EC20 potentiation. potentiation, % at 10 µM. 360,000 tested, 0.036% active. AID 504651; in the data active = potentiation above about 30%; also: 0% is about no effect
RXFP1 antag = RXFP1 (human) relaxin receptor antagonism | HEK293-RXFP1, relaxin-stimulated cAMP HTRF, 30 min; active compounds read low | Q9HBX9 | activity change, negative = inhibition, % at 57.5 µM | 350,000 tested, 0.59% active;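 active = activity change of -60% or lower, but not beyond a set lower limit; inconclusive = change between -60% and -40%, or beyond the set limit; inactive = change above -40%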; also: % is scaled to controls: 0 for no effect and ±100 for the full control effect
TRHR PAM = TRH receptor (human) allosteric enhancement | P34981 | TRHR cells, fluo-8 calcium fluorescence, EC20 TRH enhancement | enhancement, % at 2 µM | 360,000 tested, 0.66% active | AID 493056; in the data active = enhancement above about 30%; also: 0% is about no effect
Target sequence (P34981 whole entry, looked up): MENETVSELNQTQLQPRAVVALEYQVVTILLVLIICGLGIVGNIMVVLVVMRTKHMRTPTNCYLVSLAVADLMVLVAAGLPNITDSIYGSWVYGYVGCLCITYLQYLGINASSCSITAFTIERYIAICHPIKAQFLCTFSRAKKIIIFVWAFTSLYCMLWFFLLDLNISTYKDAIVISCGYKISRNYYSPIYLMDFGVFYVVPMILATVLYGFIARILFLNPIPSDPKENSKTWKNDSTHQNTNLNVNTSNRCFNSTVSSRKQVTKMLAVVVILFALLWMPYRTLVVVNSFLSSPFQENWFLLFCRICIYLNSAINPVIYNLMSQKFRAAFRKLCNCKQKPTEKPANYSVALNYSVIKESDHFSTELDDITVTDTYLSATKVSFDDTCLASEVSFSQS
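Enhancer read-out: after compound pinning and an initial kinetic agonist-mode read, an EC20 of TRH (10 nM final) was injected and fluo-8 calcium signal (Ex 480/Em 530) followed at 1 s/cycle for 100 cycles in TRHR-expressing cells.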
D1 agonist = agonists of human D1 dopamine receptor. P21728. HEK293 T-REx D1 cells, calcium flux, agonist mode. activation, % at 2 µM. 360,000 tested, 1% active; in the data active = activation above about 30%; also: 0% is about no effect
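Agonism was scored from calcium flux recorded over 180 s (1 read/s) after pintool compound addition, following a 10-cycle baseline. Cells were inducible force-coupled HEK293 TREx D1, plated overnight at 30 C and loaded with no-wash calcium dye.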
D2 PAM = positively modulates the human D2 dopamine receptor allosterically | potentiation, % at 10 µM | HEK293 T-REx D2, calcium flux, EC20 dopamine potentiation | 340,000 tested, 0.34% active;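 active = potentiation over 3 SD above the plate norm, cut at about 30% in these data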; also: 0% is about no effect
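Cells plated with tetracycline inducer and held overnight at 30 C; calcium dye loaded 30–90 min at room temperature; baseline taken, compound added and read 180 s; EC20 dopamine then added and read 180 s.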
D2 antagonist = D2 dopamine receptor (human) antagonism; P14416; HEK293 TREx D2 cells, calcium flux, dopamine EC80; inhibition, % at 10 µM; 340,000 tested, 2% active; AID 485344; in the data active = inhibition above about 30%; also: 0% is about no effect
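Read-out: kinetic calcium fluorescence (1 cycle/s) in inducible HEK293 T-REx D2 cells after an EC80 dopamine addition that followed 180 s compound preincubation. Loss of the dopamine response indicates antagonism.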
D1 antag = antagonists of human D1 dopamine receptor; P21728; HEK293 TREx D1 cells, calcium flux, dopamine EC80; active compounds read low; activity change, negative = inhibition, % at 10 µM; 360,000 tested, 3.2% active; AID 504652; in the data active = activity change below about -30%; also: % is scaled to controls: 0 for no effect and ±100 for the full control effect
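Tetracycline-induced HEK293 T-REx cells with force-coupled D1 receptor were loaded with a no-wash calcium dye. Compound was added after a 10 s baseline and read kinetically for 180 s; EC80 dopamine was then added and calcium flux followed another 180 s.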
* = called active by the depositor; ? = inconclusive; nt = not tested or not shown; & = joins results of further samples. Only part of the results is shown, so the mix of outcomes need not match the whole.

SMILES	D2 agonist	RXFP1 ag	D1 PAM	RXFP1 antag	TRHR PAM	D1 agonist	D2 PAM	D2 antagonist	D1 antag
C=CCNC(=O)/C(C#N)=C/c1ccc(SC)cc1	0.2	0.6%	3	4	-1	-2	-3	-12	-2
CCOc1ccc(-c2cc(C(=O)NCCc3ccccc3)c3c(-c4ccc(C)cc4)[nH]nc3n2)cc1	-1.8	0.9%	-2	nt	7	4	11	nt	19
CC(C)n1c(Nn2cnnc2)nc2ccccc21	0.1	0.2%	-2	0	-7	1	2	0	12
CCOc1cc(/C=C\[N+](=O)[O-])ccc1OCC(=O)Nc1ccccc1C	0.7	-0.1%	-3	-13	7	0	-24	-4	-14
Cc1cc(C)cc(NC(=O)C[n+]2ccccc2)c1	-1.3	0.6%	-3	7	3	2	24	-1	9
Cc1ccc(S(=O)(=O)N2CCCCC2)cc1C(=O)NC1CCCCC1	-1.8	3.6%	7	-9	6	-3	42*	-5	-1
CCCCN(C(=O)CNC(=O)c1ccco1)C(C(=O)NC1CCCCC1)c1cccnc1 (stereo not given)	1.3	4.6%	nt	-1	-7	4	-3	-12	-4
Cc1ccc(S(=O)(=O)N2CC(O)CC2C(=O)OCC(=O)c2ccccc2Cl)cc1C (stereo not given)	-1.0	-1.1%	-5	nt	-1	1	-6	5	30
CC(=O)N1CCN=C1SCc1cccc(F)c1	0.6	0.0%	0	13	0	1	-2	4	-3
CCCCCn1c(=O)[nH]c2cc(C(=O)N3CCN(c4ccc(C(C)=O)cc4)CC3)ccc2c1=O	0.4	-0.3%	-8	-35	0	1	-11	-6	-9
CCO[C@H]1OC(C(=O)NC2CC2)=C[C@@H](C)[C@@H]1CCCO	-0.3	0.0%	5	nt	44*	-3	10	-16	16
Cc1ccc(OCC(=O)N/N=C/c2cc([N+](=O)[O-])ccc2N2CCCCC2)cc1	0.5	0.3%	-6	-1	-5	3	-4	-17	6
COC(=O)CCCCCN1C(=O)/C(=C\c2ccncc2)SC1=S	0.5	4.1%	-10	-19	-8	11	-10	11	-21
O=S(=O)(c1ccc(Br)cc1)N1CCN(S(=O)(=O)c2ccc3c(c2)OCCO3)CC1	nt	nt	0	nt	5	0	nt	nt	14
CCc1cccc(NC(=O)CN2C(=O)COc3ccc(S(=O)(=O)N4CCC(C)CC4)cc32)c1	nt	2.2%	1	-9	2	-1	-10	nt	24
COc1ccc(NC(=O)CN2c3cccc4cccc(c34)S2(=O)=O)c(OC)c1	-0.5	-2.2%	-5	-2	-6	15	2	-7	-2
CCCC1CCC(c2ccc(C(N)=O)cc2)CC1 (stereo not given)	-0.2	2.1%	1	-12	5	1	3	0	3
Cc1nc2nc(SCC(=O)NCCc3ccccc3)nn2c(C)c1Cc1c(F)cccc1Cl	0.2	-1.6%	1	nt	4	0	15	nt	5
S=C(NCc1ccccc1)NCc1ccccn1	-0.3	0.2%	-4	4	-4	2	2	12	11
O=C(Nc1ccccc1)C1CCCN1C(=O)NCc1ccccc1 (stereo not given)	0.9	0.0%	0	2	-10	1	-7	22	1
CCOc1ccc(OCc2cccc(C(=O)N3CCCCCC3)c2)cc1	nt	1.7%	-6	-19	-5	10	7	nt	-21
N#Cc1cc2c(=O)n3ccccc3nc2n(-c2ccccc2Cl)c1=O	-1.5	11%	3	3	0	0	1	-2	-9
O=C(NC(=S)Nc1nc2ccc(F)cc2s1)c1ccco1	0.2	1.6%	-3	3	4	3	-19	-13	-7
CCc1c(C)nc(N)c(C#N)c1-c1ccccc1	-0.4	0.2%	1	18	1	1	15	-12	6
Cc1ccc(C)c(N(C(=O)c2snc(C(N)=O)c2N)C(C(=O)NCC2CCCO2)c2ccc(C)o2)c1 (stereo not given)	-1.2	0.7%	3	-87*	18	2	11	1	11

Entries of single compounds, looked up by structure:
S=C(NCc1ccccc1)NCc1ccccn1 reads D2 agonist: -0.3; RXFP1 ag: 0.2%; D1 PAM: -4; RXFP1 antag: 4; TRHR PAM: -4; D1 agonist: 2; D2 PAM: 2; D2 antagonist: 12; D1 antag: 11
Cc1ccc(OCC(=O)N/N=C/c2cc([N+](=O)[O-])ccc2N2CCCCC2)cc1 reads D2 agonist: 0.5; RXFP1 ag: 0.3%; D1 PAM: -6; RXFP1 antag: -1; TRHR PAM: -5; D1 agonist: 3; D2 PAM: -4; D2 antagonist: -17; D1 antag: 6

(next part)
SMILES	D2 agonist	RXFP1 ag	D1 PAM	RXFP1 antag	TRHR PAM	D1 agonist	D2 PAM	D2 antagonist	D1 antag
Cc1ccc2cc(C)c3nnc(SCC(=O)N4CCN(C(=O)c5ccco5)CC4)n3c2c1	-0.9	18%	-5	-7	2	-1	5	-12	1
COc1ccc(C(=O)OCC(=O)Nc2c(C)cccc2C)cc1	0.0	-2.7%	0	-1	-7	8	8	10	-3
Cc1cc(=O)oc2c3c(cc(OCC(=O)NCC4CCC(C(=O)O)CC4)c12)OC(C)(C)CC3 (stereo not given)	0.2	11%	-1	nt	-5	3	0	13	-2
CCCn1c2ccccc2c2cnn(CC(=O)NC3CCCCC3)c(=O)c21	0.6	4.7%	3	-1	-5	1	-2	3	24
C=CCn1c(CNC(=O)c2ccccc2F)nnc1SCC(=O)NC(C)c1ccccc1 (stereo not given)	0.8	1.1%	7	-9	-3	0	14	14	8
COC(=O)CSc1nnc(C)n1-c1ccc(C)cc1	0.6	1.4%	5	-3	2	2	13	5	-2
Cc1cc(NC(=O)c2cccc(S(=O)(=O)N3CCCCCC3)c2)no1	1.8	0.9%	-1	27	1	1	9	14	5
CCC(=O)Nc1ccc(-c2ccc(N3CCC(C)CC3)nn2)cc1	-0.7	0.7%	7	-6	-4	2	-11	10	12
COc1ccc(-n2nnnc2SCC(=O)Nc2nc3c(s2)CCCC3)cc1	0.5	1.8%	1	-8	-1	4	-15	16	-7
COc1ccccc1CNC(=O)CSc1cc(=O)n(C)c2ccccc12	-0.4&0.2	4.9%&4.9%	-2&0	2&-1	0&2	0&0	27	19	-11&2
O=C(N/N=C/c1c[nH]c2ccccc12)C1CC1c1ccccc1 (stereo not given)	0.5	0.5%	-5	-18	5	3	-10	10	-24
CCCc1nc(SCc2ccc(Cl)cc2Cl)n[nH]1	1.0	1.4%	-1	0	7	1	-3	-1	-1
N#C/C(=C/c1cn(-c2ccccc2)nc1-c1cccc(OCc2ccc(F)cc2)c1)C(=O)NCCCn1ccnc1	0.0	1.9%	3	-29	-3	11	2	-5	-2
COc1ccc(OCC(=O)OCCNC(=O)c2cccnc2)cc1	-0.2	-1.5%	-6	-5	1	1	4	-1	-6
Cc1occc1C(=O)NNC(=O)Nc1ccc([N+](=O)[O-])cc1	1.3	0.1%	-6	-3	5	-1	1	5	-14
CC(C(=O)Nc1ccccc1C(=O)N1CCOCC1)N(c1ccc(Cl)cc1)S(C)(=O)=O (stereo not given)	-0.4	2.2%	0	7	1	-1	-1	-14	-6
COc1ccc(N2CCN(C(=O)c3ccc(Cl)c(S(=O)(=O)N4CCCC4)c3)CC2)cc1	1.0	0.8%	-3	1	-6	1	15	1	-34*
CCOc1cc(C2C(C(=O)c3ccco3)=C(O)C(=O)N2CC2CCCO2)ccc1O (stereo not given)	0.9	0.5%	4	-9	2	2	5	-9	2
COc1cc(C(=O)Nc2ccc(Oc3ncnc4sc(-c5ccccc5)cc34)cc2)cc(OC)c1OC	1.0	0.7%	2	nt	4	1	8	-4	-5
Cc1ccc(F)c(NC(=O)Nc2ccc3snnc3c2)c1	nt	-0.2%	-3	nt	-2	13	10	nt	-27
O=C1CC(c2ccc(F)cc2)Cc2nc(NCc3ccco3)ncc21 (stereo not given)	-1.1	?	-3	5	4	1	11	9	4
COCc1c(C(=O)OCC(=O)Nc2ccc(OC(F)F)cc2)oc2ccccc12	-0.5	-0.6%	-2	5	-7	8	-12	-11	-3
CCN(CC)CCCN1C(=O)C2C(C(=O)Nc3ccc(C(C)C)cc3)C3C=CC2(O3)C1C(=O)NC1CCCCC1 (stereo not given)	0.9	-0.4%	-4	12	-2	1	-8	2	1
COC(=O)C(C)Oc1ccc2c(c1)O/C(=C\c1ccco1)C2=O (stereo not given)	nt	-1.4%	-7	-25	2	3	nt	nt	10
CCOc1ccc(N(C)S(=O)(=O)c2csc(C(N)=O)c2)cc1	0.2	-0.5%	-4	3	-4	1	3	-7	-1

Some values from the entries so far.
D2 agonist, N#C/C(=C/c1cn(-c2ccccc2)nc1-c1cccc(OCc2ccc(F)cc2)c1)C(=O)NCCCn1ccnc1 = 0.0
D1 antag, Cc1occc1C(=O)NNC(=O)Nc1ccc([N+](=O)[O-])cc1 = -14

(listing goes on)
SMILES	D2 agonist	RXFP1 ag	D1 PAM	RXFP1 antag	TRHR PAM	D1 agonist	D2 PAM	D2 antagonist	D1 antag
Cc1cccc(C)c1OCC(=O)Nc1ccc(NC(=O)c2ccco2)cc1	-1.2	1.1%	-8	3	-6	0	-8	22	-10
CC(C)(C)c1ccc(C2CC2C(=O)N/N=C\c2ccc[nH]2)cc1 (stereo not given)	0.0	0.1%	0	-11	1	3	1	9	10
CCc1cccc(-n2nnc(-c3nsc(NC(=O)c4cccc(OC)c4)n3)c2C)c1	0.8	4.4%	7	nt	1	3	-3	nt	1
COCCNC(=O)C(c1ccc(O)cc1)N(C(=O)CCC(=O)Nc1nccs1)c1cccc(C)c1 (stereo not given)	0.7	-0.8%	0	-21	0	3	-4	-1	14
Cc1nc(C(=O)NNC(=O)c2ccccc2Cl)c(C(F)(F)F)o1	0.8	3.6%	5	3	0	3	-3	8	21
Cn1c(Br)nc2c1c(=O)n(CC(O)COc1ccccc1)c(=O)n2C (stereo not given)	0.6	1.7%	6	-5	0	1	-3	-12	-6
COc1ccc(C(=O)N2CCCC(C(N)=O)C2)cc1S(=O)(=O)N1CCOCC1 (stereo not given)	0.0	1.8%	1	2	9	1	22	-20	-17
CCOc1ccc2ncc3c(-c4ccccc4)nn(CC(=O)Nc4cccc(F)c4)c3c2c1	-0.5	1.8%	-4	0	8	1	8	nt	1
CCc1nccn1S(=O)(=O)c1cc(Br)ccc1Br	-0.5	0.3%	4	nt	-9	0	-10	nt	-13
CCOc1ccc2nc(C)cc(Nc3ccc4c(c3)OCCO4)c2c1	0.0	0.2%	-6	2	-2	5	0	-13	-9
O=C(CCc1nc(-c2ccccc2)no1)N1CCCC1	-1.0	0.3%	-2	2	-2	3	15	-9	5
CCN(CC(=O)Nc1c(F)cccc1F)C(=O)CC1CCCC1	0.1	2.6%	0	6	-8	0	1	6	-2
O=C(Cn1ncc2c(=O)oc3ccccc3c21)NCc1ccc(Cl)cc1	0.3	0.8%	-1	nt	2	3	4	nt	0
